HT1080-NT tox: qHTS for induction of synthetic lethality in tumor cells producing 2HG: qHTS for the HT-1080-NT fibrosarcoma cell line; HT-1080-NT fibrosarcoma viability, CellTiter-Glo ATP luminescence, 48 h; Potency, µM (top dose mostly 46.1 µM), for inactives: at the top dose activity, negative = less viability, actives largely listed as cytotoxic; 1.6% of 360,000 active; AID 686970, 2013;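 also: NT is the 2HG producing partner of a matched IDH1 knockdown line; 0% = DMSO-treated cells and -100% = media-only wells without cells; nearly all actives have a fitted effect of over 55% in size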
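HT-1080-NT; 750 cells/well; 5% FBS RPMI; 48 h compound, 37 degrees C; CellTiter-Glo luminescence; curve fitting and curve-class assignment.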
HEK293 tox: qHTS of GLP-1 Receptor Inverse Agonists: Cytotox Screen. HEK293 cAMP-luciferase reporter cells, luminescence, 24 h. Potency, µM (highest dose often 38.3 µM), inactives show top-dose activity change, negative = inhibition, actives largely listed as inhibitors. 0.13% of 410,000 active. AID 624418, 2012;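 also: loss of luciferase light is scored as toxicity; % is scaled to controls: 0 for no effect and ±100 for the full control effect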
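Cells in DMEM/10% Nu serum/1% pen-strep, 1536-well format. Pre-incubated 12 h, dosed with 23 nL compound, incubated a further 24 h. Luciferase detection, 12 min at room temp, luminescence.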
TDP43 rescue: qHTS of TDP-43 Inhibitors. TDP-43 expressing yeast growth rescue, BacTiter-Glo, 24 h. Potency, µM (top dose mostly 46.1 µM), for the others: at the highest dose growth rescue (activation), hits mostly activators. 1.8% of 410,000 active; also: % of control where 0% means no effect; nearly all actives have a fitted effect of over 50% in size
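Cell-based yeast growth screen: TDP-43 expression induced in galactose, inoculum OD600=0.02 after raffinose pregrowth to mid-log. Read-out BacTiter-Glo luminescence at 24 hr, 30 deg C; inhibition of toxicity seen as signal increase.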
GLP1R ag: qHTS of GLP-1 Receptor Agonists. AID 624172, 2012. Potency, µM (highest dose often 45.6 µM), inactives show top-dose activation, most hits filed as activators. HEK293 GLP-1R CRE-luciferase, luminescence, 4-6 h; cells express a hypersensitive GLP-1R form. 0.007% of 380,000 active. Glucagon-like peptide 1 receptor (Homo sapiens), P43220; also: % of control where 0% means no effect
Target sequence (P43220 whole entry, looked up): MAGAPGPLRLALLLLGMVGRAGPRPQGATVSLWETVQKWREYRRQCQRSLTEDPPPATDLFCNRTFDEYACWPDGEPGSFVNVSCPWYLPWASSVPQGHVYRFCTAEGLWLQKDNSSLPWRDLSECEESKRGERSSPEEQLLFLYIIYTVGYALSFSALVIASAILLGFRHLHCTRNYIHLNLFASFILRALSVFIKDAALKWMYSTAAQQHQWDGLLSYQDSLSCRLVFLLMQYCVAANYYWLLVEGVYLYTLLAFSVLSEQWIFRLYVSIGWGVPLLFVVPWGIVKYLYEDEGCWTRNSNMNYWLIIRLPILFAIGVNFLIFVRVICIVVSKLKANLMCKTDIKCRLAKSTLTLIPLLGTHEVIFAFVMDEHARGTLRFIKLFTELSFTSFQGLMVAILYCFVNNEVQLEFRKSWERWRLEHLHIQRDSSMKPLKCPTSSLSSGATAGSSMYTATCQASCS
SW480 rereplic: A quantitative high throughput screen for small molecules that induce DNA re-replication in SW480 colon adenocarcinoma cells; AID 624297, 2012; SW480 DNA re-replication, Hoechst DNA content imaging, 48 h; 1.8% of 340,000 active; Potency, µM (series often up to 46.1 µM), for inactives: top-dose re-replication activation, actives largely listed as activators; also: % of control where 0% means no effect; nearly all actives have a fitted effect of over 55% in size
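Compounds, transferred as 23 nL by pin tool, were incubated with cells for 48 hr; DNA content per nucleus was then quantified by Hoechst staining and fluorescence plate imaging.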
HT1080 IDH1KD tx: qHTS for induction of synthetic lethality in tumor cells producing 2HG: qHTS for the HT-1080-IDH1KD cell line | AID 686971, 2013 | 2% of 360,000 active | Potency, µM (series often up to 46.1 µM), without a hit: at the top dose activity, negative = toxicity, most hits filed as cytotoxic | HT-1080 IDH1 knockdown viability, ATP luminescence, 48 h;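 also: 0% = DMSO wells and -100% = cell-free medium wells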
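After a 2 h attachment period, IDH1KD HT-1080 cells took pin-transferred compound for 48 h at 37 °C; ATP-based luminescence after 10 min room-temperature reagent incubation reported viability.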
KB-3-1 tox: qHTS assay for MDR1-selective chemotherapeutics: Primary screen using the parental adenocarcinoma cell KB-3-1 | KB-3-1 viability, CellTiter-Glo ATP luminescence, 72 h | Potency, µM (highest dose often 46.1 µM), without a hit: at the top dose activity change, negative = cytotoxic, most hits filed as cytotoxic | 1.4% of 400,000 active | AID 1347075, 2019; also: % is scaled to controls: 0 for no effect and ±100 for the full control effect; nearly all actives have a fitted effect of over 60% in size
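Here the drug-naive KB-3-1 line serves as comparator for MDR sub-line selectivity; cells received compound titrations, 72 h at 37 °C, then CellTiter-Glo readout.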
KB-V1 cytotox: qHTS assay for MDR1-selective chemotherapeutics: Primary screen using the drug-selected MDR subline cells KB-V1; KB-V1 MDR cells viability, CellTiter-Glo, 72 h; Potency, µM (series often up to 46.1 µM), without a hit: at the highest dose activity change, negative = cytotoxicity, usual class: cytotoxic; 3.4% of 400,000 active; also: % is scaled to controls: 0 for no effect and ±100 for the full control effect; nearly all actives have a fitted effect of over 60% in size
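In this primary screen, KB-V1 cells overexpressing P-gp are incubated with library compounds (lowest to highest concentration) for 72 h at 37 degrees C before a luminescent ATP viability read.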
GLP1R inv ag: qHTS of GLP-1 Receptor Inverse Agonists (Inhibition Mode). HEK293 GLP-1R CRE-luciferase, luminescence, 24 h; GLP-1R form is constitutively active. Potency, µM (top dose mostly 38.3 µM), inactives show at the highest dose activity change, negative = inhibition, usual class: inhibitors. 1.6% of 410,000 active; also: % is scaled to controls: 0 for no effect and ±100 for the full control effect; nearly all actives have a fitted effect of over 55% in size
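Readout was luciferase luminescence, measured 12 min after detection reagent at room temperature. Beforehand, GLP-1R reporter HEK293 cells had sat 12 h, then received compounds for 24 hr at 37 deg C.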
* marks the source's active call; other numbers are inactive results; u = inconclusive; x = not tested or not shown; & = joins results of further samples; [ ] = remark or other dose. Calls follow the shape of the dose curve; as a rule, active = well fitted curve in the direction sought with a large enough effect; inconclusive = small, poorly fitted or top-dose-only effect, or another doubt; inactive = no such curve, though single readings can be large; an effect the other way counts as inactive or inconclusive. Potency is read from the fitted curve at half-maximal effect.

SMILES	HT1080-NT tox	HEK293 tox	TDP43 rescue	GLP1R ag	SW480 rereplic	HT1080 IDH1KD tx	KB-3-1 tox	KB-V1 cytotox	GLP1R inv ag
CCOC(=O)COn1c(=O)c(-c2ccco2)[n+]([O-])c2ccccc21	11%	1%	-12%	-2%	-3%	13%	7%	8%	8%
O=C(C1CCN(c2ncnc3c2nc2n3CCCCC2)CC1)N1CCN(c2ccccc2F)CC1	u	2%&-5%	28%&4%	10%	-5%	-24%	-28%	13%	-24%&-21%
O=C(NCCNC(=O)c1cccnc1)c1cccnc1	23%	-4%	-3%	-7%	x	24%	0%	1%	30%
CCN(C(=O)C12CC3CC(CC(C3)C1)C2)C1CCS(=O)(=O)C1 (stereo not given)	6%	13%	-5%	-7%	-1%	0%	29%	0%	14%
Cc1cc([N+](=O)[O-])ccc1NC(=O)COc1nsnc1N1CCOCC1	-7%	-4%	5%	11%	-14%	-10%	-10%	-9%	-13%
CNC(=O)c1c(NC(=O)c2cccc(N3C(=O)CCC3=O)c2)sc2c1CCCC2	-1%	16%	-21%	11%	u	-16%	1%	6%	14%
CCOC(=O)c1cc2c(C)nn(-c3ccccc3)c2s1	-3%	-5%	-4%	-5%	8%	0%	7%	-21%	-8%
Cc1cc(SCC(=O)c2ccccc2)nc(=O)[nH]1	u	5%	-5%	-6%	-3%	-24%	24%	u	41%[activator]
Cc1cc(Br)cn2c(Cc3ccsc3)c(C3CCCCC3)nc12	-20%	-5%	18%	5%	x	-9%	0%	14%	-15%
Cc1ccc(N(Cc2ccccc2)C(=O)c2cc(S(=O)(=O)N3CCOCC3)ccc2N2CCCC2)cc1	-2%	-13%	-5%	-2%	0%	-9%	-9%	-18%	u

3 of the entries above in order of the GLP1R ag value, falling.
| structure | GLP1R ag |
| --- | --- |
| Cc1cc([N+](=O)[O-])ccc1NC(=O)COc1nsnc1N1CCOCC1 | 11% |
| CCOC(=O)c1cc2c(C)nn(-c3ccccc3)c2s1 | -5% |
| CCN(C(=O)C12CC3CC(CC(C3)C1)C2)C1CCS(=O)(=O)C1 (stereo not given) | -7% |

Other structures:
SMILES	HT1080-NT tox	HEK293 tox	TDP43 rescue	GLP1R ag	SW480 rereplic	HT1080 IDH1KD tx	KB-3-1 tox	KB-V1 cytotox	GLP1R inv ag
CN(C)S(=O)(=O)c1cccc(COC(=O)CNC(=O)c2ccc(Br)o2)c1	1%	6%	-9%	-2%	3%	15%	u	u	11%
Cc1cnc(C(=O)Nc2ccccc2-c2nnn(CC(=O)NC3CCCC3)n2)cn1	11%	-4%	-4%	4%	3%	10%	1%	8%	-7%
COc1cc(-c2cnc3c(NC=O)cc(-c4cccnc4)cn23)cc(OC)c1OC	u	-2%	7%	u	x	u	10µM*	13µM*	-8%
Cc1ccc(S(=O)(=O)Nc2ccc3nc(-c4cccc(Cl)c4)oc3c2)cc1	x	10%	u	x	x	x	9%	8%	4%
COc1ccc(/C=N/n2cnnc2)cc1Br	2%	-27%	-16%	24%	-4%	25%	1%	u	22%
Cc1c(NC(=O)C(C)Sc2nnc(-c3ccccc3)o2)c(=O)n(-c2ccccc2)n1C (stereo not given)	12%	-3%	4%	-11%	-7%[9.22 µM]	10%	11%	8%	-11%
CCN(CC)C(=O)c1[nH]cnc1C(=O)Nc1cccc(Cl)c1	27%	1%	u	7%	-30%[9.22 µM]	18%	14%	9%	26%
COc1cc(F)ccc1S(=O)(=O)N1CCN(Cc2ccccc2)CC1	7%	-3%	-7%	1%	-1%	11%	0%	u	-3%
CCN1CCN(C(=O)c2ccc(Cl)c(S(=O)(=O)N(C)c3ccccc3)c2)CC1	-3%	24%	-6%	-4%	-20%	-3%	-6%	-17%	-2%
O=C(CN1C(=O)NC(CCc2ccccc2)C1=O)Nc1ccccc1C(F)(F)F (stereo not given)	-1%	5%	-6%	-8%	-18%	1%	4%	-13%	3%
O=c1cc(N2CCCCC2)c(-c2ccccc2)nn1Cc1c(Cl)cccc1Cl	18µM*	u	-5%	-4%	19%	16µM*	u	u	u
Cc1ccccc1NS(=O)(=O)c1cc(S(C)(=O)=O)ccc1C	5%	-9%	0%	3%	-4%	20%	8%	-24%	-14%
COc1ccc(C(=O)N/N=C/c2ccccc2OC(=O)c2ccccc2)cc1	4.6µM*	-4%	-10%	u	u	4.1µM*	18µM*	13µM*	10µM*
NC(N)=N/N=C/c1ccc(OCc2ccc(Cl)cc2)cc1	16µM*	u	-25%	-10%	-3%	u	2%	21µM*	u
C/C(CC(=O)NC12CC3CC(CC(C3)C1)C2)=N\NC(=O)Cc1cccs1	9%	1%	24%	15%	-64%[inhibitor]	23%	0%	-20%	27%
NNC(=O)c1nnn(-c2nonc2N)c1-c1cccs1	-4%	0%	1%	1%	-20%	-2%	8%	6%	6%
COc1ccc(C(=O)Nc2cccc(S(C)(=O)=O)c2)cc1OC	18%	7%	6%	5%	-4%	5%	0%	6%	14%
COCCN(CC(=O)NCc1ccc(F)cc1)C(=O)CCC(=O)Nc1ccccn1	-4%	-2%	6%	0%	-2%	-6%[9.24 µM]	20%	-10%	14%
Cc1ccc(NC(=O)CNCc2ccccc2)cc1Br	-2%	-3%	-21%	13%	14%	2%	-2%	-1%	u
COc1cccc(C(=O)NNC(=O)c2ccc3ccccc3c2)c1	-5%	15%	-15%	0%	-8%	4%	-10%	4%	8%
CCCCCC(=O)NNC(=S)NC(=O)c1cccc([N+](=O)[O-])c1	-2%	-8%	u	-14%	-12%	-10%	u	u	14%
CC(/C=C/c1ccccc1F)=N\NC(=O)c1ccc(Cl)cc1	4.6µM*	8%	-3%	6%	18%	7.3µM*	2%	-14%	u
COc1ccc(-c2cc(C(=O)N3CCN(c4cccc(C)c4C)CC3)c3ccccc3n2)cc1OC	-13%	4%	u	-1%	u	-24%	-24%	-5%	u
Cc1ccc(S(=O)(=O)CCSc2nc(C)cc(C)c2C#N)cc1	u	3%	u	28%	-1%	u	-11%	u	-10%
C[C@H](NS(=O)(=O)c1ccccc1)C(=O)OCC(=O)NC(=O)Nc1ccc2c(c1)OCCO2	3%	-2%[1.53 µM]	-2%	-4%	1%	3%	23%	1%	0%
CNC(=S)/N=C/NOCc1c(Cl)cccc1Cl	8%	3%	18%	3%	-5%	16%	12%	16%	5%
COC(=S)Nc1cccc(C(F)(F)F)c1	6%	1%	-8%	8%	-15%	3%	7%	-4%	0%
COc1ccc(-c2nnn(CC(=O)N(CCCN3CCOCC3)C(C(=O)NC3CCCC3)c3ccc(C)o3)n2)cc1 (stereo not given)	-3%	-3%	-10%	15%	u	5%	10%	0%	-34%
Cc1cccc(S(=O)(=O)NC(=O)C2(C)CCN2C(=O)c2c(C)noc2C)c1 (stereo not given)	1%	-3%	0%	-6%	x	11%	0%	3%	23%
CCCCN(C(=O)CCNC(=O)NC12CC3CC(CC(C3)C1)C2)c1c(N)n(CCC)c(=O)[nH]c1=O	-5%	3%	-18%	-4%	0%	-1%	-5%	10%	12%
CCCN(CCC)CC(O)Cn1cc(/C=C/C(=O)c2cccs2)c2ccccc21 (stereo not given)	-7%	171%[activator]	-27%	3%	16µM*	-1%	u	u	u
Cc1sc2ccccc2c1CNC[C@H]1O[C@@H](n2cnc3c(N)ncnc32)[C@H](O)[C@@H]1O	6%	1%	6%	4%	-16%	0%	-4%	0%	18%
Cc1ccc(NC(=O)c2c3c(nc4ccccc24)CCC3)cc1S(=O)(=O)N(C)C	-11%	0%	-16%	5%	-2%	-11%	0%	-17%	u
COc1ccc(/C=N/NC(=O)c2cccnc2)cc1CN1CCOCC1	1%	-11%	8%	-1%	-10%	-4%	13%	7%	8%
C[C@H](CO)N1C[C@H](C)[C@@H](CN(C)S(=O)(=O)c2ccc(F)cc2)Oc2ccc(NC(=O)Nc3ccc4c(c3)OCO4)cc2C1=O	-10%	-12%	21%	5%	-7%	-8%	0%	0%	-22%
O=C(Nc1ncc2c(n1)-c1ccccc1CC2)c1ccc(Cl)cc1	-13%	-8%	3%	-3%	14%	u	-2%	9.2µM*	u
CCn1c(C)nc2cc(C(=O)NNC(=S)Nc3ccc(Cl)cc3)ccc21	-12%	-6%	5%	-7%	u	-5%	-3%	u	17%
CCOC(=O)c1cc(-c2ccc(F)cc2)n(CC(=O)NC2CCCCC2)c1C	x	3%	6%	x	x	x	1%	8%	14%
Cc1ccc2nc(SCC(=O)Nc3nonc3C)[nH]c2c1	22%	5%	-4%	4%	-4%	23%	-3%	-13%	3%
CC(C)N(C(=S)Nc1cccc(S(=O)(=O)N(C)C)c1)c1ccccc1	-6%	2%	-30%	-5%	16%	4%	0%	-19%	2%
CC1(C(=O)NC2CCCCCCC2)CCC(=O)N1Cc1cccs1 (stereo not given)	8%	1%	-16%	-5%	-3%	-3%	2%	-14%	0%
CCc1cc2c(NCc3ccco3)ncnc2s1	-14%	69%[activator]	2%	8%	6%	-19%	12µM*	21µM*	-13%
CCc1ccccc1Nc1nn2c(=O)c3ccc(C(=O)NCc4ccccc4Cl)cc3nc2s1	x	2%	-7%	-5%	x	x	u	6%	u
COc1cc(OC)cc(C(=O)OCC(=O)Nc2cccc(C(C)=O)c2)c1	3%	-19%	-20%	9%	u	-11%	3%	-9%	-3%

Sorted by count of non-hydrogen atoms (falling): 3 of the compounds above.
SMILES	HT1080-NT tox	HEK293 tox	TDP43 rescue	GLP1R ag	SW480 rereplic	HT1080 IDH1KD tx	KB-3-1 tox	KB-V1 cytotox	GLP1R inv ag
COc1cc(OC)cc(C(=O)OCC(=O)Nc2cccc(C(C)=O)c2)c1	3%	-19%	-20%	9%	u	-11%	3%	-9%	-3%
Cc1ccc2nc(SCC(=O)Nc3nonc3C)[nH]c2c1	22%	5%	-4%	4%	-4%	23%	-3%	-13%	3%
CCc1cc2c(NCc3ccco3)ncnc2s1	-14%	69%[activator]	2%	8%	6%	-19%	12µM*	21µM*	-13%

Screening data as filed in PubChem.
